Screening results: PubChem, Broad Institute
CD40 NFkB inh: CD40 pathway inhibition in BL2 cells. BL2 NF-kB luciferase reporter, CD40L-induced, 4 h. inhibition, % at 10 µM. 83,000 compounds, 0.94% hits. AID 1053188;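 active = mean inhibition of at least 50% with a set share of replicates also reaching that level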;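 also: 0% = neutral control wells and 100% = IKK inhibitor VII at 50 µM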
* marks the source's active call; other numbers are inactive results; & = joins results of further samples; [ ] = another dose, or the depositor's remark.

smiles	CD40 NFkB inh
O=C(c1cccc(F)c1)N1C[C@@H]2[C@H](c3ccccc31)[C@H](CO)N2C(=O)c1cccc(F)c1	3
C[C@H](CO)N1C[C@H](C)[C@@H](CN(C)C(=O)Nc2ccccc2)OCc2ccccc2-c2ccccc2C1=O	-5
CCc1sc(/C=C(/C#N)C(N)=S)cc1[N+](=O)[O-]	-10
Cc1sc2nc(CSC(C)C(=O)N(C)CC(=O)Nc3ccccc3C(F)(F)F)[nH]c(=O)c2c1C (stereo not drawn)	-3
COc1ccc(C(=O)Nc2ccccc2C(=O)NCCCn2ccnc2)cc1	14
COc1cccc(NC(=O)NCCC2=CCCCC2)c1	-75
COc1ccc(NC(=O)Nc2ccc3c(c2)C(=O)N([C@H](C)CO)C[C@@H](C)[C@H](CN(C)Cc2ccc(C(F)(F)F)cc2)OCCCC[C@H](C)O3)cc1	1
C[C@@H](NC(=O)C[C@@H]1C=C[C@H](NS(=O)(=O)c2cccc(F)c2)[C@@H](CO)O1)c1ccccc1	-2[25 µM]
COc1ccc(SCC(=O)Nc2ccc(N3CCN(C)CC3)c(F)c2)cc1	18
CCOc1ccc(S(=O)(=O)N2CCOCC2)cc1NC(=O)C1=COCCO1	0
O=S1(=O)CCN(Cc2ccccn2)CC1	10
CC1CC(C)CN(CCCNS(=O)(=O)c2ccc3c(c2)oc(=O)n3C)C1 (stereo not drawn)	-9
Cc1ccc(CNc2cnccn2)cc1	-2
CSc1ccc(S(=O)(=O)NCC(=O)OCC(=O)N2CC(C)CC(C)C2)cc1[N+](=O)[O-] (stereo not drawn)	10
CN1CCN(C(=O)C[C@@H]2CC[C@H]3[C@H](COc4ccc(NC(=O)C5CCOCC5)cc4C(=O)N3C)O2)CC1	-14[25 µM]
CCC(=O)N1[C@H](CO)[C@H](c2ccccc2)C12CN(C(=O)CN1CCOCC1)C2	3[25 µM]
CCOC(=O)Cn1ncn(-c2ccc(OC(F)(F)F)cc2)c1=O	4
CCCCn1c(N)c(N(CC(C)C)C(=O)c2oc3ccc(OC)cc3c2C)c(=O)[nH]c1=O	7
CC(C)C#Cc1ccc([C@@H]2[C@@H](C#N)N(C(=O)c3ccccn3)[C@H]2CO)cc1	-15[25 µM]
Cn1c(CN2CCCCC2)nc2cc(NS(=O)(=O)c3ccc(F)cc3)ccc21	4
O=c1nc2cccc3c2=c(/c1=C(\O)c1ccccc1)c1ccccc1c3=O	12
N#C[C@H]1[C@@H](c2ccccc2)[C@H](CO)N1S(=O)(=O)c1cccc(F)c1	7[25 µM]
O=C(COc1cccc2cccnc12)N/N=C/c1ccccc1O	1
CC(OC(=O)c1oc2ccccc2c1COc1ccccc1)C(=O)NC(N)=O (stereo not drawn)	0
Cn1c(=O)c2c(nc(OC/C=C/c3ccccc3)n2C)n(C)c1=O	4
CN(C[C@H]1[C@H](c2ccccc2)[C@H](CO)N1Cc1ccccn1)S(C)(=O)=O	4[25 µM]
Cc1ccc(C)n1-c1ccsc1C(=O)CC#N	4
CCCCNC(=O)c1ccc2nc(CC)c(N(C)Cc3ccc(OC)cc3)n2c1	9
CC(C)NC(=O)N1[C@@H](CO)[C@H](c2ccccc2)[C@@H]1CNC(=O)CN(C)C	17
Cc1cccc(C)c1N(CC(=O)N1CCN(c2ccccc2F)CC1)S(C)(=O)=O	9
CC1CN(C(=O)C(C)OC(=O)c2ccc3ncsc3c2)CC(C)O1 (stereo not drawn)	1
CN(C(=O)COC(=O)c1cc(S(=O)(=O)N2CCCCC2)ccc1Cl)c1ccccc1	26
O=C(NN=Cc1cccc2ccccc12)C(=O)NN=Cc1cccc2ccccc12	-3
CCOC(=O)C1CCN(c2nnc(N3CCCC3=O)s2)CC1	-48
CCOC(=O)c1c(NC(=O)COC(=O)c2ccccn2)sc2c1CCC2	-7
COc1ccc(CCNC(=O)COC(=O)C2CC2C)cc1OC (stereo not drawn)	5
Cn1c(SCc2ccccc2)nnc1-c1cnccn1	-60
CCC(C)(C)c1ccc(OCC(=O)N(C)C)c(C(C)(C)CC)c1	13
CCN1CC(=O)N2[C@H](CO)[C@H](c3ccc(Br)cc3)[C@@H]2C1	-9[25 µM]
CCN(CC)C(=O)Oc1ccc2ccccc2c1Br	-74
O=C(C[C@H]1C=C[C@@H](NC(=O)c2cccc(F)c2)[C@H](CO)O1)NCc1ccccc1	3
C[C@H](O)C#Cc1ccc([C@H]2[C@@H](CO)N3CCCCN(CC4CCOCC4)C[C@@H]23)cc1	7
C[C@@H]1CCCCO[C@H](CN(C)S(=O)(=O)c2cn(C)cn2)[C@H](C)CN([C@@H](C)CO)C(=O)c2cc(NC(=O)Nc3cccc4ccccc34)ccc2O1	3[25 µM]
O=C1CC(c2ccccc2)C(c2ccccc2)=NN1 (stereo not drawn)	2
COc1ccccc1NC(=O)NC(N)=O	-5
CN(Cc1nc2ccccc2c(=O)[nH]1)C(=O)c1ccc(S(=O)(=O)N2CCCC2)cc1	8
Cc1scc(C(=O)O)c1-c1c(C(=O)O)csc1C	15
O=C(COC(=O)c1ccc(NS(=O)(=O)c2ccc3c(c2)OCCO3)cc1)NC1CC1	8
CCc1c(C)sc(NC(=O)c2cc(C)no2)c1C#N	7
O=C(OCC(=O)c1ccc(Cl)s1)c1ccccn1	-12
O=C(Nc1ccc2c(c1)OCO2)C1(S(=O)(=O)c2ccc(Cl)cc2)CC1	-14
O=C(c1ccc(Cn2c(=O)[nH]c3ccccc3c2=O)cc1)N1CCN(c2ccccc2)CC1	20
O=C(NCc1ccc(F)cc1)C1CCN(S(=O)(=O)N2CCCC2)CC1	11
CCCNC(=O)COc1ccccc1[N+](=O)[O-]	-14
CC(C)[C@H]1C(=O)NCCC=CC[C@H](C)Oc2ccccc2C(=O)N1C (mixture of isomers)	2[25 µM]
O=C(Nc1nc(-c2ccccn2)cs1)c1cccc(-n2cnnn2)c1	11

(further entries)
smiles	CD40 NFkB inh
NC(=O)c1ccsc1NC(=O)COC(=O)c1nc(Cl)ccc1Cl	2
COc1ccc(C(C)=O)cc1COC(=O)c1c(C)nn(-c2ccccc2)c1C	19
O=C(CN1CCN(S(=O)(=O)c2ccc(F)cc2)CC1)Nc1ccccc1C(=O)NC1CC1	-22
COC(=O)c1cc2n(n1)CCCNC2=O	19
Cn1nc(C(F)(F)F)c2cc(C(=O)Nc3ccc(F)cc3)sc21	3
CO[C@H](C(=O)N(C)C[C@H]1OCc2ccccc2-c2ccccc2C(=O)N([C@@H](C)CO)C[C@@H]1C)c1ccccc1	-7[25 µM]
CS(=O)(=O)NC1c2cccc3cccc(c23)C1N1CCOCC1 (stereo not drawn)	2
CCOC(=O)c1c(NC(=O)CN2C(=O)NC3(CCCC3)C2=O)sc(C)c1CC	6

Not a retest: entries from further up.
smiles	CD40 NFkB inh
NC(=O)c1ccsc1NC(=O)COC(=O)c1nc(Cl)ccc1Cl	2
COc1ccc(C(C)=O)cc1COC(=O)c1c(C)nn(-c2ccccc2)c1C	19

Back to the main list, repeating the 5 entries before the break.
smiles	CD40 NFkB inh
COC(=O)c1cc2n(n1)CCCNC2=O	19
Cn1nc(C(F)(F)F)c2cc(C(=O)Nc3ccc(F)cc3)sc21	3
CO[C@H](C(=O)N(C)C[C@H]1OCc2ccccc2-c2ccccc2C(=O)N([C@@H](C)CO)C[C@@H]1C)c1ccccc1	-7[25 µM]
CS(=O)(=O)NC1c2cccc3cccc(c23)C1N1CCOCC1 (stereo not drawn)	2
CCOC(=O)c1c(NC(=O)CN2C(=O)NC3(CCCC3)C2=O)sc(C)c1CC	6
Cc1cccc(S(=O)(=O)N2C[C@@H](O)COC[C@H]3O[C@@H](CC(=O)Nc4ccccc4)CC[C@@H]32)c1	25[25 µM]
Cc1ccc(NC(=O)Cc2ccc3c(c2)OCCO3)cc1S(=O)(=O)N1CCCCC1	4
COc1ccc(C(=O)N2C[C@H]3[C@@H](c4ccccc42)[C@@H](CO)N3Cc2ccccc2Cl)cc1	12[25 µM]
COc1cccc(-c2ccc([C@@H]3[C@@H](CO)N(C(=O)c4ccccn4)[C@H]3C#N)cc2)c1	5
CN1C(=O)c2cc(NC(=O)c3cccc(F)c3)ccc2OC[C@@H]2O[C@H](CC(=O)NCC3CCCCC3)CC[C@@H]21	20&26&35[25 µM]
CSc1sc(C(=O)OC(C)C)c2c1C(=O)CC(C)(C)C2	11
COC(=O)C1=C(C)N(C)C(=S)NC1c1ccc(Cl)cc1 (stereo not drawn)	7
CCCNC(=S)N1CCC(NC(=O)Nc2ccc(C)cc2)CC1	4

Seven records drawn at random from the list so far:
smiles	CD40 NFkB inh
CN1C(=O)c2cc(NC(=O)c3cccc(F)c3)ccc2OC[C@@H]2O[C@H](CC(=O)NCC3CCCCC3)CC[C@@H]21	20&26&35[25 µM]
COC(=O)C1=C(C)N(C)C(=S)NC1c1ccc(Cl)cc1 (stereo not drawn)	7
Cc1ccc(NC(=O)Cc2ccc3c(c2)OCCO3)cc1S(=O)(=O)N1CCCCC1	4
Cc1cccc(S(=O)(=O)N2C[C@@H](O)COC[C@H]3O[C@@H](CC(=O)Nc4ccccc4)CC[C@@H]32)c1	25[25 µM]
COc1ccc(C(=O)N2C[C@H]3[C@@H](c4ccccc42)[C@@H](CO)N3Cc2ccccc2Cl)cc1	12[25 µM]
COc1cccc(-c2ccc([C@@H]3[C@@H](CO)N(C(=O)c4ccccn4)[C@H]3C#N)cc2)c1	5
CSc1sc(C(=O)OC(C)C)c2c1C(=O)CC(C)(C)C2	11

The list goes on.
compound,CD40 NFkB inh
COC(=O)C1=C(C)N(C(C)C)C(=O)C1(NC(=O)C1CCCCC1)C(F)(F)F (stereo not drawn),4
COc1ccc2cc(-c3nc4ccccc4n3C)c(=O)oc2c1,-72
CC(=O)N1CCc2cc(C(=O)CN3CCCCC3)ccc21,5
Cc1cc(C)nc(CCNC(=O)c2cc(COc3ccccc3)on2)n1,-38
CCC(=O)N1CCc2cc(S(=O)(=O)N3CCN(C(=O)c4ccco4)CC3)ccc21,1
CC(=O)c1ccc(N2CCN(C(=S)Nc3ccc(Oc4ccccc4)cc3)CC2)cc1,15
O=C(c1ccccc1)c1cccn1CC(=O)N1CCc2ccccc2C1,0
O=C(COC(=O)C1(c2ccccc2F)CCCC1)NC1CCS(=O)(=O)C1 (stereo not drawn),9
COCCn1c(SCC(=O)NC(=O)NCc2ccccc2)nc2ccccc2c1=O,6
COc1nc(Cc2ccc(Cl)cc2)nc2ccccc12,7
CC(C)C(=O)NCCc1c[nH]c2ccccc12,-4
COc1ccc2c(c1)CCc1sc(NC(=O)c3ccc(C)cc3)nc1-2,2
CCS(=O)(=O)N1CC2(CN(C)[C@H](CO)c3c2c2ccc(OC)cc2n3C)C1,-3[25 µM]
O=C(c1ccccc1)N1CCN=C1SCc1ccc([N+](=O)[O-])cc1,-1
O=C(Nc1cccc(-c2ccc(N3CCCCC3)nn2)c1)c1ccco1,2
CC(=O)Nc1cc(C(=O)N2CCCC2)ccc1S(=O)(=O)c1ccc(C)cc1,14
COC(=O)c1ccccc1NC(=O)c1cccc(COc2ccccc2Cl)c1,-153
Cn1cnc(S(=O)(=O)N2CC[C@@H]3[C@H]2c2cc(C#Cc4cccc(F)c4)ccc2N[C@@H]3CO)c1,-3[25 µM]
Cc1c(NC(=O)CCC2CCCCC2)cc(C(=O)N2CCOCC2)cc1[N+](=O)[O-],9
COc1cc(C(=O)NCCc2ccc3c(c2)OCO3)cc(OC)c1OC,2
COc1ccccc1NC(=O)CSc1ccc(-c2ccc(-n3cccn3)cc2)nn1,-34
O=C(CCC1CCCN(C(=O)c2ccc3c(c2)OCO3)C1)NCc1ccc(F)c(F)c1 (stereo not drawn),-31
CC=Cc1ccc2n(c1=O)C[C@H]1[C@H](CO)[C@@H](C(=O)NCC)[C@@H]2N1C(C)=O (mixture of isomers),0[25 µM]
O=C1NCC(Nc2ccc(Cl)cc2)C(=O)N1 (stereo not drawn),0
Nc1nnnn1CC(=O)OCc1cccc(Br)c1,14
C=CCn1c(P(C)(=O)O)nc2ccccc21,-4
CC(C)CCC(CCNCc1ccccn1)c1ccc2c(c1)OCO2 (stereo not drawn),15
CCn1c(O)c(N=N)c2ccccc21,4
Cc1ccc(N2C(=O)C3N=NN(CC(=O)N4N=C(c5ccccc5)CC4c4ccccc4)C3C2=O)cc1 (stereo not drawn),-4
C[C@@H]1CN([C@@H](C)CO)C(=O)c2c(c3ccccc3n2C)-c2ccccc2CO[C@H]1CN(C)C(=O)CCC(F)(F)F,2[25 µM]
COc1ccccc1NC(=O)N(C)C[C@H]1OCc2ccccc2-c2ccccc2C(=O)N([C@H](C)CO)C[C@@H]1C,-6
CCc1ccc(NC(=O)CN(C(=O)N2CCN(CC)CC2)S(=O)(=O)c2ccc(C)cc2)cc1,0
CCN1CCN(S(=O)(=O)c2ccc3c4c(cccc24)C(=O)N3CC)CC1,18
COCC(=O)N1[C@@H](C#N)[C@@H](c2ccccc2C2=CCCCC2)[C@@H]1CO,-18[25 µM]
O=C(COC(=O)/C=C/c1cccc(C(F)(F)F)c1)Nc1cccc(S(=O)(=O)NC2=NCCC2)c1,9
Cc1cccc(S(=O)(=O)NC(=O)C2(C)CCN2C(=O)CCC2CCCC2)c1 (stereo not drawn),4
COc1cc(NC(=O)c2cc(S(=O)(=O)N3CCCCC3)ccc2N2CCOCC2)cc(OC)c1,3
CC1CCCCC1NC(=O)COC(=O)c1ccc2c(=O)n3c(nc2c1)CCC3 (stereo not drawn),4
CS(=O)(=O)N1[C@H](C#N)[C@@H](c2ccccc2-c2ccc(F)cc2)[C@@H]1CO,0[25 µM]
O=C(NCc1cccnc1)C1c2ccccc2C(=O)N1Cc1ccco1 (stereo not drawn),12
O=C(Oc1ccnc2cc(Cl)ccc12)N1CCCCCC1,1
COc1cccc(C2NC(=O)c3ccccc3O2)c1OCc1ccccc1F (stereo not drawn),20
COc1ccc(S(=O)(=O)N(C)C[C@@H]2Oc3c(cccc3N(C)C)C(=O)N([C@H](C)CO)C[C@@H]2C)cc1,5[25 µM]
CC1CCCCC1NC(=O)CSc1nnnn1C (stereo not drawn),9
Cn1c(=O)oc2cc(S(=O)(=O)NCc3ccccn3)ccc21,0
O=S(=O)(c1ccccc1)N1N=C(c2ccccc2)CC1c1ccccc1 (stereo not drawn),4
COc1ccccc1CN(C)C[C@@H]1OCc2ccccc2-c2c(n(C)c3ccccc23)C(=O)N([C@H](C)CO)C[C@@H]1C,1[25 µM]

The list is partial; the hit share may differ from the screen's.
